# Bioassay records from PubChem BioAssay.
# KCNQ2 inh: KCNQ2 potassium channel inhibitors, primary screen, cell-based, CHO-K1, FluxOR thallium flux, B-score (AID 2156); 20 min; stronger effect = lower value; B-score at 10 µM; actives 1.1% (n = 310,000);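 active = fluorescence ratio B-score at most minus 3 library SDs, with starting brightness B-score within 2 library SDs, cut at about -5.5 in these data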
# Target sequence (O88943 whole entry, looked up): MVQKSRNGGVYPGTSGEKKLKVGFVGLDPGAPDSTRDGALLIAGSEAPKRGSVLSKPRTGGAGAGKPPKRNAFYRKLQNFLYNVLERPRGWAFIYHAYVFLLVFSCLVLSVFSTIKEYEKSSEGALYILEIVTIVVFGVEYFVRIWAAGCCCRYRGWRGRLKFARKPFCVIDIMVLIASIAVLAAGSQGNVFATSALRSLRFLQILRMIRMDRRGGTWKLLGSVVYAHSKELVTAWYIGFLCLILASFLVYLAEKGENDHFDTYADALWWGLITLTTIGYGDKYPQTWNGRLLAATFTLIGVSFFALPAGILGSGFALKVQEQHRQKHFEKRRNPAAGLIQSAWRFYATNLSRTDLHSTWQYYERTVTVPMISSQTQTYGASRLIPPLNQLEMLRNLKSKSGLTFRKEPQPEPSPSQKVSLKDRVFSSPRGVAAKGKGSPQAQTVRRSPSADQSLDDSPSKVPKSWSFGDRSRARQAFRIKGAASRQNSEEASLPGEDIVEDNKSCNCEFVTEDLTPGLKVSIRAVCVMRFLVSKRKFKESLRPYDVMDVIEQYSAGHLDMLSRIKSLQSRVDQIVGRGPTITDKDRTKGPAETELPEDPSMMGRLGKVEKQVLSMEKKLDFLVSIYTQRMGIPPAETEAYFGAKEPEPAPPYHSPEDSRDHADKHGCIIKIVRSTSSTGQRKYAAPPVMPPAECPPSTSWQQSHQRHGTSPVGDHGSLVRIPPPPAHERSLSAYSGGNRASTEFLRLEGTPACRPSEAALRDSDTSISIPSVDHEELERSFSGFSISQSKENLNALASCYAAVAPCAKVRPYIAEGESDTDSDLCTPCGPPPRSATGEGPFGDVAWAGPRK
# Kir21 inh: inhibitors of mouse Kir2.1 inward-rectifier potassium channel; HEK293-Kir2.1, FluxOR thallium flux fluorescence; stronger effect = lower value; AID 1672, 2009; actives 0.85% (n = 310,000); Inward rectifier potassium channel 2 (Mus musculus), P35561; B-score at 10 µM;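 active = fluorescence ratio B-score at or below minus 3 SD of library scores, with starting-brightness B-score within 2 SD, cut at about -4.2 in these data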;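 also: channel flux triggered by added potassium and thallium sulfate stimulus; B-score of peak minus minimum fluorescence over baseline after thallium stimulus; more negative B-score means stronger Kir2.1 block with less thallium influx; some compounds called inactive have numbers as strong as hits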
# * = called active by the depositor; i = inactive.
# A first look:
No.	Molecule	KCNQ2 inh	Kir21 inh
1	COc1ccc(C(=O)C2CCCN(Cc3ccon3)C2)cc1OC (centres undefined)	i	0.58
2	CC[C@@H](CO)C1CC2NC3CC4(c5ccccc5N(C)[C@@H]24)C(O)C31 (some centres undefined)	i	-2.6
3	CCCCCCN=C(CC)c1c(O)n(CCCC)c(=O)[nH]c1=O	i	-0.33
4	Cc1ccc(/C=C2/Sc3ccc(C(=O)N4CCC5(CC4)OCCO5)cc3NC2=O)cc1	i	0.9
5	O=C1Nc2ccccc2C(c2ccccc2)=NC1O (centres undefined)	i	0.2
6	O=[N+]([O-])c1cnc2ccc3ccccc3c2c1	i	1.33
7	C/C1=C\[C@@H](C)C/C=C/[C@H]2[C@@H]3O[C@]3(C)[C@@H](C)[C@H]3[C@H](Cc4c[nH]c5ccccc45)NC(=O)[C@]32C(=O)/C=C/C(=O)[C@@H]1O	i	-2.06
8	O=C(c1ccc(-c2ccccc2)c(F)c1)C1CCCN(CCO)C1 (centres undefined)	i	-1.84
9	CCc1cc2c(s1)N(CC(=O)OC)C(=O)CN=C2c1ccccc1OC	i	-1.76
10	CCC1(c2ccccc2)C(=O)N(COC)C(=O)N(COC)C1=O	i	-0.66
11	CCOC(=O)c1ccc(NC(=O)c2c(O)[nH]c(=O)[nH]c2=O)cc1	i	-0.92
12	COc1ccc(N2CCN(C(CNC(=O)Oc3ccccc3)c3cccnc3)CC2)cc1 (centres undefined)	i	-0.37
13	O=C(O)C1(c2ccc(Cl)cc2)CCC1	i	-1.58
14	Nc1ccc(Br)cc1C(=O)c1ccccc1	i	-0.05

# All compounds of this part (from the top)
No.	Molecule	KCNQ2 inh	Kir21 inh
1	COc1ccc(C(=O)C2CCCN(Cc3ccon3)C2)cc1OC (centres undefined)	i	0.58
2	CC[C@@H](CO)C1CC2NC3CC4(c5ccccc5N(C)[C@@H]24)C(O)C31 (some centres undefined)	i	-2.6
3	CCCCCCN=C(CC)c1c(O)n(CCCC)c(=O)[nH]c1=O	i	-0.33
4	Cc1ccc(/C=C2/Sc3ccc(C(=O)N4CCC5(CC4)OCCO5)cc3NC2=O)cc1	i	0.9
5	O=C1Nc2ccccc2C(c2ccccc2)=NC1O (centres undefined)	i	0.2
6	O=[N+]([O-])c1cnc2ccc3ccccc3c2c1	i	1.33
7	C/C1=C\[C@@H](C)C/C=C/[C@H]2[C@@H]3O[C@]3(C)[C@@H](C)[C@H]3[C@H](Cc4c[nH]c5ccccc45)NC(=O)[C@]32C(=O)/C=C/C(=O)[C@@H]1O	i	-2.06
8	O=C(c1ccc(-c2ccccc2)c(F)c1)C1CCCN(CCO)C1 (centres undefined)	i	-1.84
9	CCc1cc2c(s1)N(CC(=O)OC)C(=O)CN=C2c1ccccc1OC	i	-1.76
10	CCC1(c2ccccc2)C(=O)N(COC)C(=O)N(COC)C1=O	i	-0.66
11	CCOC(=O)c1ccc(NC(=O)c2c(O)[nH]c(=O)[nH]c2=O)cc1	i	-0.92
12	COc1ccc(N2CCN(C(CNC(=O)Oc3ccccc3)c3cccnc3)CC2)cc1 (centres undefined)	i	-0.37
13	O=C(O)C1(c2ccc(Cl)cc2)CCC1	i	-1.58
14	Nc1ccc(Br)cc1C(=O)c1ccccc1	i	-0.05
15	CN(C)c1ccc(C2C3C=CC(C3)C2(C#N)C(=O)O)c(Br)c1 (centres undefined)	i	0.04
16	COc1ccc(NP(=O)(Nc2ccc(OC)cc2)Oc2ccccc2)cc1	i	-0.16

# Sorted by molecular weight (descending): part of the list above
No.	Molecule	KCNQ2 inh	Kir21 inh
10	CCC1(c2ccccc2)C(=O)N(COC)C(=O)N(COC)C1=O	i	-0.66
11	CCOC(=O)c1ccc(NC(=O)c2c(O)[nH]c(=O)[nH]c2=O)cc1	i	-0.92
13	O=C(O)C1(c2ccc(Cl)cc2)CCC1	i	-1.58

# (listing goes on)
# Below each SMILES: KCNQ2 inh	Kir21 inh
[17] Cc1c(Br)c(=O)oc2cc(OCC(=O)N3C[C@H]4C[C@@H](C3)c3cccc(=O)n3C4)ccc12
→ i	-0.88
[18] CC(=O)O[C@H]1C(=O)[C@@]2(C)C([C@H](OC(=O)c3ccccc3)[C@]3(O)C[C@H](OC(=O)[C@H](O)[C@@H](NC(=O)Cc4ccccc4)c4ccccc4)C(C)=C1C3(C)C)[C@]1(OC(C)=O)CO[C@@H]1C[C@@H]2O (some centres undefined)
→ i	-0.1
[19] CCOC(=O)CC1=C(C(=O)OCC)C2(C(=O)Nc3ccccc32)C(C#N)=C(N)O1 (centres undefined)
→ i	-2.47
[20] Cc1ccc2c(c1)c(=O)c1c3n2CCN(CC2CO2)C3CC1 (centres undefined)
→ i	0.48
[21] CCOP(=O)(OCC)c1cc(C)c(O)c(C(C)(C)C)c1
→ i	-0.5
[22] N#CC1=C(N)Oc2c(c(=O)oc3ccccc23)C1c1ccccc1OC(=O)c1cccs1 (centres undefined)
→ i	-1.07
[23] CCN(CC)CCNCC(=O)Nc1ccc(Cl)cc1C(=O)c1ccccc1
→ i	1.3
[24] O=C1N(c2cccc(Cl)c2)C(c2cccnc2)N2CCCN12 (centres undefined)
→ i	-0.82
[25] COCCCN=Cc1c(O)[nH]c(=S)[nH]c1=O
→ i	-1.14
[26] CCn1c(O)c(/C=N/NC(=O)c2ccncc2)c(=O)[nH]c1=S
→ i	-2.38
[27] CCN1C[C@]2(CO)CC[C@H](OC)[C@@]34C5C[C@H]6[C@H](OC)C5[C@](O)(C[C@H]6OC)[C@@H](C(OC)C23)[C@@H]14 (some centres undefined)
→ i	0.22
[28] O=C(c1ccccc1)c1cn(CC(=O)N2CCCc3ccccc32)c2ccccc12
→ i	0.21
[29] OC(CNC1CCCCC1)c1ccccc1 (centres undefined)
→ i	-1.37
[30] CSc1ncc(CN2CCCC(C(=O)c3sccc3C)C2)cn1 (centres undefined)
→ i	-0.66
[31] CC1CCCN(C(=O)c2ccc(N3CC4CC(C3)c3cccc(=O)n3C4)c([N+](=O)[O-])c2)C1 (centres undefined)
→ i	0.51
[32] CC(=O)O[C@H]1CC[C@@]2(C)[C@H](C1)C(=O)C[C@H]1[C@@H]3CC[C@@H]4[C@@H](CN5C[C@@H](C)CC[C@H]5[C@@]4(C)O)[C@@H]3C[C@@H]12
→ i	-0.88

# Some of the compounds tested, so the mix of outcomes need not match the whole.
